Source: PubChem BioAssay (The Scripps Research Institute Molecular Screening Center)
OXTR potentiator = human OXTR potentiators, primary screen, fluorescence, CHO-OTR cells, Fluo-8 calcium | Oxytocin receptor (Homo sapiens), P30559 | Fluo-8 calcium fluorescence, potentiator mode; 0% = oxytocin EC15, 100% = EC100 | activation, % at 3 µM | hit rate 0.061% among 320,000;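 active means activation above that plate's cutoff, the mean activation of tested compounds plus 3 SD, cut at about 6.6% in these data, passing the limit was not always enough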;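 further: 100% uses oxytocin at 75 nM as the full agonist control; some results filed as inactive read as strong as hits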
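test system = CHO-OTR cells, human receptor | compound = single-point 3.0 µM | schedule = 6 min compound pre-incubation at room temperature, 100 s kinetic read | signal = Fluo-8 no-wash calcium dye fluorescence, excitation 470-495 nm, emission 515-575 nm | repeats = single well per compound, singlicate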
TAAR1 antagonist = human TAAR1 antagonists, primary screen, Fluo-8 calcium fluorescence, CHO RD-HGA16 cells | Trace amine-associated receptor 1 (Homo sapiens), Q96RJ0 | antagonist | inhibition, % at 3 µM | hit rate 1.5% among 360,000 | AID 624466, 2012;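 active means inhibition above a per-plate cutoff, the mean inhibition of test compounds on that plate plus 3 SD, cut at about 49% in these data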;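 further: 0% = DMSO plus EC80 beta-PEA response and 100% = DMSO alone without agonist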
Target sequence (Q96RJ0 whole entry, looked up): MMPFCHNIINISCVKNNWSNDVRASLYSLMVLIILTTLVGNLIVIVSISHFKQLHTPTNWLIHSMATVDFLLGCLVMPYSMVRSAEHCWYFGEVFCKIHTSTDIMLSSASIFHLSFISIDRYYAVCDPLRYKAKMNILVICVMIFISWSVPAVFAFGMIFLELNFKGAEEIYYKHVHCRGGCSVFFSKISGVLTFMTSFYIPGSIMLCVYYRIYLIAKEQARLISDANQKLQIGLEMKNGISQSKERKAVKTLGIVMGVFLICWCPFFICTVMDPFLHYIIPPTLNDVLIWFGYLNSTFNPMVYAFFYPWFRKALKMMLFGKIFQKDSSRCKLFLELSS
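Assay system: CHO-derived RD-HGA16 cells stably expressing human TAAR1 plus Gα16. Timing: 140 s kinetic read after compound, 140 s after agonist. Technique: kinetic Fluo-8 calcium fluorescence measurement. Measure: % inhibition of agonist calcium response.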
CHO parental Ca = ATP-evoked calcium signal inhibitors, parental CHO, primary screen, counter-screen for OX1R antagonist project, cell-based, fluorescence, Fluo-8 calcium dye | hit rate 0.63% among 330,000 | inhibition, % at 5.6 µM | parental CHO-K1, ATP-induced calcium, Fluo-8 fluorescence;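 active means inhibition above that plate's mean sample inhibition plus 3 SD, cut at about 26% in these data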;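 further: 0% = ATP-challenged DMSO wells and 100% = DMSO wells without ATP; some compounds past the cut are filed as inactive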
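Material: Parental CHO cells | Reagent: ATP | Compound dosing: Single nominal dose of 5.6 µM per compound | Detection: Intracellular calcium via Fluo-8 no-wash fluorescent dye | Read-out: % inhibition of ATP-induced calcium mobilization | Benchmarks: Low control ATP plus DMSO, high control DMSO only | Replicates: Singlicate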
CHO-K1 Ca ag = counter-screen for M1 agonists: effect in parental CHO-K1 cells; Fluo-8 calcium fluorescence; scaled to maximal ATP response, vehicle zero; activation, % at 3 µM; hit rate 0.48% among 360,000; in the data active means activation above about 15%;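 further: untransfected CHO-K1 host cells lacking M1 receptor as counterscreen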
OXTR agonist = human OXTR agonists, primary screen, fluorescence, CHO-OTR cells, Fluo-8 calcium; Oxytocin receptor (Homo sapiens), P30559; Fluo-8 calcium fluorescence; normalized: DMSO 0%, oxytocin 100%; activation, % at 3 µM; hit rate 0.32% among 320,000; AID 2435, 2010;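 active means activation above the mean of all tested compounds plus 3 SD, cutoff set per screening run, cut at about 20% in these data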;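 further: peak over basal fluorescence ratio from a 100 s FLIPR kinetic read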
M1 PAM parental = nonselective calcium activators in parental CHO-K1 cells, primary screen, counter-screen for M1 PAM project, cell-based, Fluo-8 calcium fluorescence, full deck, 1536-well; hit rate 0.02% among 360,000; activation, % at 3 µM; ATP EC20; 0% at ATP EC20, 100% at ATP max;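 active means activation above the run cutoff, the mean activation of all test compounds plus 3 SD, cut at about 40% in these data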;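 further: peak over basal fluorescence ratio in a 140 s read after ATP addition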
GPR7 antagonist = GPR7 receptor antagonists, primary screen, cell-based, fluorescence, single concentration; GPR7-expressing cells, fluorescence antagonist assay; inhibition, % at 4.4 µM; hit rate 1.1% among 290,000; AID 1861, 2009; in the data active means inhibition above about 16%, passing the limit was not always enough;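 further: cells stimulated with the agonist NPW; 0% = agonist with vehicle and 100% = vehicle without agonist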
V1aR counter = agonists of human V1a receptor, primary screen, counter-screen for OXTR agonist project, fluorescence, CHO-V1R cells | Vasopressin V1a receptor (Homo sapiens), P37288 | Fluo-8 calcium fluorescence, agonist mode; 0% DMSO, 100% 3 nM vasopressin | activation, % at 3 µM | hit rate 0.25% among 320,000;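 active means activation above the mean activation of all tested compounds plus 3 SD, per screening run, cut at about 20% in these data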;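 further: signal is peak over basal fluorescence ratio across a 100 second FLIPR read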
Target sequence (P37288 whole entry, looked up): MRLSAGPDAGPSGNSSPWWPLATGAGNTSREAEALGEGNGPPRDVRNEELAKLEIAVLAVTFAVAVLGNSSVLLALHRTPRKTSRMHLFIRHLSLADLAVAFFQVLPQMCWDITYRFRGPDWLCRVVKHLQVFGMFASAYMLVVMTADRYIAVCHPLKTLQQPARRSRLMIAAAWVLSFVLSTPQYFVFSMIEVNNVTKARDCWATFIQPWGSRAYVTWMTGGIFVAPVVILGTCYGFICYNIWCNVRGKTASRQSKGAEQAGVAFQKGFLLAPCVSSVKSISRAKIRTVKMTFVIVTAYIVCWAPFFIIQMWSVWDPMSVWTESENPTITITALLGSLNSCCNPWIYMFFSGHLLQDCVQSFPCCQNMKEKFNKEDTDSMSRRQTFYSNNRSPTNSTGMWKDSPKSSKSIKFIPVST
CHO-K1 Ca antag = counter-screen for M1 antagonists: effect in parental CHO-K1 cells. ATP-induced calcium, Fluo-8 fluorescence. hit rate 0.6% among 360,000. inhibition, % at 3 µM;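 active means inhibition above a per-plate cutoff, the plate's mean sample inhibition plus 3 SD, cut at about 24% in these data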;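 further: 0% = DMSO plus EC80 ATP and 100% = DMSO alone without ATP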
* hit, by the source's call; x = not tested or not shown.

Results follow in this order: OXTR potentiator, TAAR1 antagonist, CHO parental Ca, CHO-K1 Ca ag, OXTR agonist, M1 PAM parental, GPR7 antagonist, V1aR counter, CHO-K1 Ca antag
CCN(C[C@H]1N[C@@](CC)(C(=O)OC)[C@H]2C(=O)N(C)C(=O)[C@@H]12)S(=O)(=O)c1ccc(C(C)(C)C)cc1
    -8.6, 11.1, -6.1, -0.3, 1.8, -9.7, x, 0.8, 5.2
CCOCCCN1CC(C(=O)NCCc2ccccc2)CC1=O (stereo unspecified)
    0.0, -5.5, -6.0, 0.3, -0.6, 20.6, -1.4, 0.3, -11.6
CCOC(=O)C1CCN(C(=O)c2cc3cc(Cl)ccc3[nH]2)CC1
    -1.8, 2.0, -10.0, 3.1, -0.9, 7.4, 16.9, 0.3, -15.2
N#Cc1cc2ccccc2nc1SCc1ccccn1
    -9.4, 12.6, 1.0, 11.5, 4.3, -8.5, 15.1, 4.1, -28.7
O=C(NCN1CCc2ccccc2C1)c1cnccn1
    3.3, 56.6*, -3.9, -0.3, 0.7, -9.6, -6.1, 0.9, -6.1
O=C(NCc1ccc(F)cc1)C1CCCN(S(=O)(=O)c2ccc(Br)s2)C1 (stereo unspecified)
    -7.1, -1.6, -17.4, 0.7, 2.7, -10.2, -3.4, 4.7, -6.6
CS(=O)(=O)c1ccc(S(=O)(=O)N2CCC(CO)(CCCc3ccccc3)CC2)cc1
    -15.7, 19.5, 6.2, 5.7, 12.9, 6.9, -9.3, 10.9, -7.1
CCc1ccc(NC(=O)C2C3CCC(O3)C2C(=O)O)cc1 (stereo unspecified)
    -14.0, -0.3, 3.1, 0.4, -0.2, 7.9, 1.0, 0.5, -3.6
c1ccc(OCCOCCN2CCOCC2)cc1
    1.2, -11.3, -5.6, 0.8, 0.7, 17.2, -10.4, 0.6, -13.7
COc1cccc(-c2csc(N3CCN(CC(=O)Nc4ccc5c(c4)OCO5)CC3)n2)c1
    -10.5, 44.8, -19.4, 1.8, 0.3, 11.1, -11.6, 2.9, -3.2
COc1ccccc1-c1sc2cc3c(cc2c1-c1ccc(OCCN2CCCCC2)cc1)OCO3
    -0.9, 12.8, 17.6, 0.3, 3.1, 1.1, x, 3.1, -1.8
O=C(COc1ccc(S(=O)(=O)N2CCCC2)cc1Cl)NCc1ccco1
    3.1, -10.4, -3.1, 1.7, 0.5, 29.3, 2.6, 0.5, -13.8
COc1ccc(CCNC(=O)C(=O)NCCOc2ccccc2Cl)cc1OC
    -4.4, 10.5, -15.7, -0.7, -1.5, -14.0, 5.0, 0.4, 13.6
Cc1ccc(NC(=O)NCc2ccc3c(c2)OCO3)c(C)c1
    -6.4, -7.1, -1.5, 0.2, -0.4, 12.8, -2.5, -0.4, -7.8
COc1ccc2c(c1)CCCC2NS(=O)(=O)OCC(Cl)(Cl)Cl (stereo unspecified)
    -15.1, 30.9, -4.9, 0.5, -1.4, 3.5, 3.8, -0.1, -6.7
O=C(CSc1ccc(Cl)cc1)NC(=O)c1ccccc1
    -8.3, -6.2, -12.4, 0.1, -1.3, 0.9, x, 0.3, 7.1
CCN(CC)C(=O)CSc1nc(N)c(C#N)c(-c2cccs2)c1C#N
    -4.3, -10.3, -16.6, 0.8, 3.3, -1.5, -4.4, 1.6, 15.8
COc1ccc(-c2ccc3c(c2)S(=O)(=O)c2cccc(C(=O)N4CCN(C5CCCCC5)CC4)c2C3=O)cc1OC
    -5.8, 51.6*, -12.6, 2.3, 2.1, 3.2, x, 2.4, -6.4
CCOC(=O)c1c(C)n(C)c2ccc(O)c(CN3CCC(C)CC3)c12
    -0.2, x, -21.8, 0.8, -0.6, 2.5, 18.6, 0.4, -6.8
CCN(CC)c1ccc(NC(=O)c2ccccc2OCC(=O)OC)cc1
    -11.4, 8.0, -13.2, 0.4, -2.5, 27.6, -1.5, -0.7, -9.4

The last 2 entries of the part before come first, to join the parts.
Results follow in this order: OXTR potentiator, TAAR1 antagonist, CHO parental Ca, CHO-K1 Ca ag, OXTR agonist, M1 PAM parental, GPR7 antagonist, V1aR counter, CHO-K1 Ca antag
CCOC(=O)c1c(C)n(C)c2ccc(O)c(CN3CCC(C)CC3)c12
    -0.2, x, -21.8, 0.8, -0.6, 2.5, 18.6, 0.4, -6.8
CCN(CC)c1ccc(NC(=O)c2ccccc2OCC(=O)OC)cc1
    -11.4, 8.0, -13.2, 0.4, -2.5, 27.6, -1.5, -0.7, -9.4
CCN(CC)S(=O)(=O)c1ccc2c(c1)nc(SCC(=O)N1CCOCC1)n2-c1ccccc1OC
    -11.3, 10.9, -23.4, 1.0, -1.0, 1.4, -0.7, 0.1, 12.5
Cc1ccc(C2(C)NC(=O)N(CC(=O)N3CCN(S(=O)(=O)c4ccccc4[N+](=O)[O-])CC3)C2=O)cc1 (stereo unspecified)
    x, 5.3, x, 0.8, x, 2.4, x, x, -13.6
CCNc1nc(NC(C)CC)nc(Oc2ccc(OCC)nn2)n1 (stereo unspecified)
    -14.6, -8.9, -5.4, 1.3, -1.0, 12.7, -6.0, 0.8, 2.1
O=[N+]([O-])c1ccc2nc(SCc3cn4cc(Cl)ccc4n3)[nH]c2c1
    -5.9, -10.0, -7.4, 0.8, -0.2, 7.9, -8.2, 2.2, -5.0
O=C(CCC(=O)NNC(=O)Nc1ccc(Cl)cc1)NCc1ccccc1
    -1.3, x, -9.8, 0.4, -0.6, 14.0, -6.1, -0.5, -7.6
COc1ccccc1-c1ccc2c(c1)C(C)(Cc1ccc(Cl)c(Cl)c1)C(=O)N2 (stereo unspecified)
    x, -11.8, x, 1.4, x, 19.5, x, x, -19.9
O=c1oc2ccccc2cc1-c1nnc(-c2cccc(Br)c2)o1
    0.8, 10.5, -12.9, -0.1, 0.7, 14.4, x, -0.7, 12.0
Cc1ccccc1C(=O)N1CCN(C(c2ccccc2)c2ccccc2)CC1
    8.1, -29.8, -31.6, -0.2, -2.7, 8.9, -1.6, -1.0, -10.0
COc1ccccc1C(=O)NNC(=O)CCN1C(=O)/C(=C\c2ccccc2)SC1=S
    0.4, 11.5, 6.4, 3.2, 1.1, 8.6, -4.0, 3.4, -17.8
Cc1ccc(-c2csc(N3CCN(S(=O)(=O)c4ccc5c(c4)NC(=O)CO5)CC3)n2)cc1
    -5.9, 8.7, -4.1, 0.4, -1.0, -1.6, 2.3, 0.2, -8.8
C=CCn1c(-c2cc3cccc(OC)c3o2)n[nH]c1=S
    -0.5, -8.2, -6.2, -0.1, 0.0, -2.4, 19.9, 0.6, -8.8
O=C(NCC1CCCO1)c1cc2c([nH]c3ccccc32)c(-c2cccc(Br)c2)n1 (stereo unspecified)
    -8.2, 74.8*, -4.6, 3.3, -0.2, 3.8, -2.1, -0.1, 10.2
Cc1cccn2cc(-c3ccc(S(=O)(=O)N4CCCCC4)cc3)nc12
    -3.7, 25.9, -12.8, 1.4, 1.0, 12.0, -10.9, 2.2, 4.3
O=C(c1ccc(Br)s1)N1CCN(C/C=C/c2ccccc2)CC1
    -0.2, -17.1, -13.2, 1.4, 0.9, -0.7, 0.8, 1.6, -10.8
ClCC1=Nc2ccccc2Cc2ccccc21
    -6.8, -30.0, -26.2, -0.3, -1.9, -7.5, x, -1.1, 4.9
CC(C)(C)c1cc(=O)[nH]c(SCc2ccccc2)n1
    3.0, -25.8, -12.5, 2.6, -2.1, 2.3, -0.7, -1.0, -0.1
COc1cc(CNc2cccc(C(=O)O)c2)cc(Br)c1OCC(=O)NC(C)(C)C
    -7.9, -10.4, -8.8, 0.1, -0.9, 15.1, -2.1, -0.2, -1.0
Cc1cccc(C)c1NC(=O)N1C(C(=O)O)CSC1C(=O)O (stereo unspecified)
    -2.6, -19.3, -2.4, 0.5, 1.4, 12.6, 0.3, 0.8, -8.1
COc1ccccc1NC(=O)CSc1nnnn1-c1ccc(C(=O)O)cc1
    -3.7, -18.6, -2.2, 0.7, 0.3, 14.4, -5.6, -0.3, -5.8
Cc1cc2oc(=O)cc(CN(C)Cc3ccccc3Cl)c2cc1C
    -7.1, 10.8, -33.4, -0.3, -1.4, 22.2, -13.4, -0.8, -19.5

Remaining list, next part
Results follow in this order: OXTR potentiator, TAAR1 antagonist, CHO parental Ca, CHO-K1 Ca ag, OXTR agonist, M1 PAM parental, GPR7 antagonist, V1aR counter, CHO-K1 Ca antag
CC(=O)Nc1ccc(NC(=O)C(C)OC(=O)CN2C(=O)C3CCCCC3C2=O)cc1 (stereo unspecified)
    x, -24.2, x, 0.5, x, 15.1, x, x, -6.1
N/C(=N\OC(=O)CCC1CCCCC1)c1ccc([N+](=O)[O-])cc1
    -5.4, -1.9, 4.2, 0.7, -0.8, 16.9, -9.7, 1.2, 1.5
CC(C)[C@@H](N)C(=O)NCC1CCC(C(=O)N[C@@H](Cc2ccccc2)C(=O)O)CC1 (stereo partly specified)
    3.1, -9.7, 1.1, -0.9, 0.8, 0.6, 4.1, 0.1, 9.3
ClCc1nc2ccccc2c2ccccc12
    -0.4, -2.1, -10.1, 0.2, 0.2, -9.7, -10.7, 1.6, -14.2
CN(C)/C=C1\C(=O)N(c2ccc(Cl)cc2)CS1(=O)=O
    0.1, 2.1, -11.5, 0.2, 0.3, 12.6, -14.0, -0.5, -8.3
O=C(Nc1ccc(F)cc1)c1sc2cc(C(F)(F)F)cnc2c1-c1cccs1
    -12.0, 39.6, -19.2, 0.3, -1.2, 20.5, -7.4, 0.6, -16.9
CCOC(=O)Nc1ccc2nc(Sc3ccc(Cl)cc3)sc2c1
    -20.3, 15.1, 13.2, 0.3, 0.3, -5.5, 12.0, -0.2, -9.2
COc1ccccc1/C=N/NC(=O)c1cccc2ccccc12
    -5.2, 1.4, -12.3, 0.4, -1.6, 1.4, -14.0, 0.0, -8.0
C=CCC1(N(C(C)=O)c2ccccc2C)CCCCC1
    -9.9, 0.6, -8.1, -1.0, -1.9, 7.7, 2.4, -0.3, -1.7
